ERG Ets-DNA blk: qHTS for Small Molecule Inhibitors of the ERG Ets/DNA interaction | fluorescence polarization, His-ERG Ets domain / labelled DNA | Potency, µM (series often up to 76.9 µM), for the others: at the highest dose FP activity, negative = inhibition, usual class: inhibitors | 0.028% of 370,000 active | AID 624246, 2012; active = well fitted inhibition curve with a large enough effect in the polarisation, with a control signal flat; inconclusive = small, poorly fitted or top-dose-only effect, or effect the other way, or a change in a side signal; inactive = no such curve, though single readings can be large or run the other way; the % refers to the polarisation;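 note: polarization taken with two DNA probes labelled with fluorescein and Texas red; potency is the fitted concentration of half-maximal effect; % of control where 0% means no effect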
Target sequence (P11308 whole entry, looked up, the tested form may be a part): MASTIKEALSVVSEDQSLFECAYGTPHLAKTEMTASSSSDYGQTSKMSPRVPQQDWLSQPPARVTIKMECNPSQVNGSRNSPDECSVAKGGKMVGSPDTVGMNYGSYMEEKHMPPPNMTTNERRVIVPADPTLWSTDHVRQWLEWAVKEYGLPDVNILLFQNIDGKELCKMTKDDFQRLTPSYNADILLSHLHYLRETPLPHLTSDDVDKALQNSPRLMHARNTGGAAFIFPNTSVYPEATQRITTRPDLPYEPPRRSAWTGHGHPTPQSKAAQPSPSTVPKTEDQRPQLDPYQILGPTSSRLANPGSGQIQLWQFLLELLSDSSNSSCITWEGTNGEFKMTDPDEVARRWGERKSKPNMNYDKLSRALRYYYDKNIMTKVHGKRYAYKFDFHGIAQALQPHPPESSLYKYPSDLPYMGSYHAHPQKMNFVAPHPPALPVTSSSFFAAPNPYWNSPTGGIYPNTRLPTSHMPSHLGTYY
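His-tagged ERG Ets domain (1 uM in the protein solution; 300mM KCl, 50mM Tris-HCl, 1mM EDTA, 1mM DTT, pH 7.5) received compound, then a probe mix of 5 nM fluorescein-DNA and 100nM Texas-615-DNA. Fluorescence polarization was read for both dyes.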
POLI inh: qHTS for Inhibitors of Polymerase Iota; DNA polymerase iota (Homo sapiens), Q9UNA4; Pol iota fluorescent replication assay, 10 min; Potency, µM (top dose mostly 115 µM), for the others: at the top dose activity, negative = inhibition, usual class: inhibitors; 1% of 390,000 active; AID 588590, 2011; note: potency is the fitted concentration of half-maximal effect
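Fluorescent replication assay read twice, at 0 min and 10 min after adding 50 nM (final) substrate. Enzyme (10 nM) and compounds were first incubated 15 min at room temperature; enzyme-free buffer wells were negative controls.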
Pol beta inh: qHTS Assay for Inhibitors of DNA Polymerase Beta; P06746; Potency, µM (titrated, usually from 114 µM), without a hit: at the top dose activity change, negative = inhibition, hits mostly inhibitors; Pol beta primer extension/strand displacement, fluorescence kinetic; 1.3% of 340,000 active; note: potency is the fitted concentration of half-maximal effect; % is set by controls: 0 for no effect and ±100 for the full control effect
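Preincubation: enzyme (10 nM) with compound, 15 min, RT. Reaction: substrate added to 50 nM final. Reads: 0 and 10 min. Analysis: normalized, Hill fit.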
TRHR ag: qHTS for Small Molecule Agonists and Allosteric Enhancers of Human TRH Receptor: Primary Screen for Agonists. Thyrotropin-releasing hormone receptor (Homo sapiens), P34981. TRHR cells, calcium flux fluo-8, FDSS agonist mode. activation, % at 2 µM. 0.18% of 360,000 active; in the data active = activation above about 30%; note: 0% is about no effect
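TRHR-expressing cells loaded with fluo-8 calcium dye; 23 nL library compound pin-transferred, kinetic FDSS fluorescence (Ex 480/Em 530) recorded about 180 s for agonist-induced calcium release, before a 10 nM TRH EC20 addition for potentiator mode.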
12-LOX inh: Primary qHTS assay for inhibitors of human arachidonate 12S-lipoxygenase (ALOX12): Round 2 | 1.1% of 580,000 active | Potency, µM (top dose mostly 108 µM), for inactives: at the highest dose activity change, negative = inhibition, most hits filed as inhibitors | Polyunsaturated fatty acid lipoxygenase ALOX12 (Homo sapiens), P18054 | purified 12hLO, xylenol orange hydroperoxide absorbance; note: potency is the fitted concentration of half-maximal effect; % is set by controls: 0 for no effect and ±100 for the full control effect
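Hydroperoxide product was detected by ferrous iron/xylenol orange as the 573 to 405 nm absorbance ratio. Arachidonic acid at 40 uM (final) was turned over for 30 min at room temperature by 150 nM human 12hLO, pH 7.0 Hepes buffer, after 15 min compound preincubation.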
Anesthetic bind: qHTS Assay for Identification of Novel General Anesthetics | apoferritin/1-aminoanthracene competitive binding, fluorescence | Potency, µM (titrated, usually from 77.5 µM), for inactives: at the top dose activity change, negative = displacement, usual class: inhibitors | 0.074% of 350,000 active; note: potency is the fitted concentration of half-maximal effect; % is set by controls: 0 for no effect and ±100 for the full control effect; nearly all actives have a fitted effect of over 20% in size
Target sequence (P02791 2-175 limits assumed): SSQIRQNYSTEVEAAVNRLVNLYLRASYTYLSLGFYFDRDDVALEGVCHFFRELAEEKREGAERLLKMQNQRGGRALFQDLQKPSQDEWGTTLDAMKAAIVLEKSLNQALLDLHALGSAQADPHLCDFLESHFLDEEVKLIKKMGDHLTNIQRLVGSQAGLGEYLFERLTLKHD
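10 uM apoferritin + 50% sat. 1-AMA, PBS; cpd 10 min RT; Ex380/Em535 endpoint; normalized to free probe vs complex; 4-param Hill fit; propofol titration as pos. ctrl.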
Pol kappa inh: qHTS for Inhibitors of Polymerase Kappa | 0.53% of 400,000 active | DNA polymerase kappa (Homo sapiens), Q9UBT6 | Potency, µM (doses to about 107 µM), for inactives: at the highest dose activity, negative = inhibition, actives largely listed as inhibitors | AID 588579, 2011 | purified Pol kappa, fluorescent DNA synthesis assay, 10 min; note: potency is the fitted concentration of half-maximal effect; % is set by controls: 0 for no effect and ±100 for the full control effect
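Kinetic fluorescence screen: compound preincubated 15 min RT with 10 nM enzyme; 50 nM substrate (final) initiates; reads at 0/10 min.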
APEX1 inh: qHTS Assay for Inhibitors of the Human Apurinic/apyrimidinic Endonuclease 1 (APE1). recombinant APE1, TAMRA/BHQ-2 abasic DNA cleavage fluorescence. Potency, µM (top dose mostly 65.8 µM), for the others: at the highest dose activity change, negative = inhibition, usual class: inhibitors. 0.35% of 350,000 active. AID 2517, 2012;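 note: potency is the fitted concentration of half-maximal effect; plate controls were vehicle for no effect and reference inhibitor for full effect; nearly all actives have a fitted effect of over 55% in size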
Target sequence (P27695 whole entry, looked up): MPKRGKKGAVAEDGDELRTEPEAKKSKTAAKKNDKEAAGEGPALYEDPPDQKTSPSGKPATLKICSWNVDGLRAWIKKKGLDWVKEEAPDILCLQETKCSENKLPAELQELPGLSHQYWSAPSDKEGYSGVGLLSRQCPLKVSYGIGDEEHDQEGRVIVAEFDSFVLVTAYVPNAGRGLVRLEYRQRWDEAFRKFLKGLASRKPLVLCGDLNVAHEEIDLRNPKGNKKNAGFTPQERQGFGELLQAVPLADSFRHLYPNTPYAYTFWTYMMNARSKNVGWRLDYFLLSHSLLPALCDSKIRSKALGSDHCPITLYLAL
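Endonuclease cleavage of a quenched abasic-site DNA duplex (50 nM) by APE1 (0.75 nM) was tracked by TAMRA dequenching. Compounds were preincubated with enzyme 15 min at room temperature; data normalized to buffer-only and DMSO wells plus NSC13755 control.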
BLM helicase inh: qHTS Assay for Inhibitors of Bloom's syndrome helicase (BLM); RecQ-like DNA helicase BLM (Homo sapiens), P54132; recombinant BLM DNA unwinding, fluorescence dequenching; Potency, µM (top dose mostly 56.1 µM), for the others: at the highest dose activity change, negative = inhibition, actives largely listed as inhibitors; 0.2% of 350,000 active; AID 2528, 2010;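 note: potency is the fitted concentration of half-maximal effect; plate controls were vehicle for no effect and no enzyme for full effect; nearly all actives have a fitted effect of over 35% in size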
Numbers without * were called inactive; ? = inconclusive; nt = no result given; [ ] = dose if it differs, or a comment. Unless noted, calls come from the whole dose curve; as a rule, active = well fitted curve in the direction sought with a large enough effect; inconclusive = small, poorly fitted or top-dose-only effect, or another doubt; inactive = no such curve, though single readings can be large; an effect the other way counts as inactive or inconclusive.

SMILES	ERG Ets-DNA blk	POLI inh	Pol beta inh	TRHR ag	12-LOX inh	Anesthetic bind	Pol kappa inh	APEX1 inh	BLM helicase inh
Cc1c(C(=O)N2CCc3ccccc3C2)oc2ccccc12	1%	14%	-1%	0.6	-6%	-23%	-13%	-16%	-5%
CC(=O)N1N=C(c2ccco2)CC1c1ccco1 (stereo not drawn)	1%	124%[activator]	8%	-1.0	0%	-6%	3%	-11%	1%
CC(=O)c1cc2c(cc1N(C(=O)c1ccco1)C(C(=O)NC1CCCC1)c1ccccc1F)OCO2 (stereo not drawn)	4%	102%[activator]	28%	0.6	-9%	-9%	-5%	49%[activator]	-2%
O=C(Nc1cccnc1)c1ccc([N+](=O)[O-])o1	0%	-20%	66%	-2.1	15%	9%	-20%	2%	1%
COc1ccc(C(=O)N2CCC3(CC2)NCCc2[nH]cnc23)cc1OC	3%	34%	3%	1.0	2%	-7%	-12%	33%	1%
CCOc1cc(/C=N/NC(=O)C2CCCC2)ccc1OC(C)C	3%	54%[activator]	4%	-0.8	357%[activator]	-10%	-4%	23%	-11%
Cc1nc2nc(C)c(NS(=O)(=O)c3ccc(C(C)(C)C)cc3)c(=O)n2[nH]1	2%	5%	7%	0.5	-11%	1%	-17%	17%	2%
N#CCCN(C(=O)COC(=O)CNS(=O)(=O)c1ccc2ccccc2c1)c1ccccc1	-15%	34%[activator]	nt	0.0	-25%	nt	2%	39%	nt
C[C@@H](C(=O)Nc1ccc(OC(F)F)c(Cl)c1)N1C(=O)C2CC=CCC2C1=O (stereo partly drawn)	4%	23%	nt	nt	?	nt	-4%	-16%	nt
CCCN1CCN(CCCNC(=O)Cn2nc(C)n3c(cc4c(OC)cccc43)c2=O)CC1	-1%	17%	-8%	-0.3	-19%	2%	9%	nt	4%
Cc1ccc(C(=O)NC(=S)Nc2ccc3[nH]c(=O)[nH]c3c2)cc1C	0%	23%	13%	0.9	5%	-4%	-11%	0%	4%
CC(=O)Nc1cccc(NC(=O)CN2c3cccc4cccc(c34)S2(=O)=O)c1	-7%	48%[activator]	nt	-0.2	-26%	nt	-29%	42%	nt
CCOc1ccc(NS(=O)(=O)c2cc3c(cc2Cl)NC(=O)CO3)cc1	-5%	-7%	-23%	1.4	?	?	1%[60.1 µM]	nt	-4%
Cc1nn(C2CCS(=O)(=O)C2)c2nc(C3CC3)cc(C(=O)Nc3cccc(C#N)c3)c12 (stereo not drawn)	-3%	14%	nt	0.7	-6%	nt	1%	44%[activator]	nt
CCC(=O)N1CCN(c2ccc(NC(=O)COc3cccc(C)c3C)cc2)CC1	-2%	6%	3%	1.6	-1%	-4%	-21%	-8%[12.4 µM]	-2%

Brought forward from above: 2 entries; new compounds follow.
SMILES	ERG Ets-DNA blk	POLI inh	Pol beta inh	TRHR ag	12-LOX inh	Anesthetic bind	Pol kappa inh	APEX1 inh	BLM helicase inh
Cc1nn(C2CCS(=O)(=O)C2)c2nc(C3CC3)cc(C(=O)Nc3cccc(C#N)c3)c12 (stereo not drawn)	-3%	14%	nt	0.7	-6%	nt	1%	44%[activator]	nt
CCC(=O)N1CCN(c2ccc(NC(=O)COc3cccc(C)c3C)cc2)CC1	-2%	6%	3%	1.6	-1%	-4%	-21%	-8%[12.4 µM]	-2%
Cc1ccc(CN(C)C(=O)c2ccccc2NC(=O)c2ccccc2)o1	-1%	24%	nt	0.3	167%[activator]	nt	-8%	5%	nt
O=C(COC(=O)C1CCN(S(=O)(=O)c2ccc3c(c2)OCCO3)CC1)Nc1ccccc1OC(F)F	-8%	5%	-1%	0.1	-10%	50%[activator]	-12%	-3%	3%
O=C(Cc1ccc(S(=O)(=O)N2CCOCC2)s1)NCCOc1ccccc1	-5%	15%	nt	-0.1	-6%	nt	-21%	-17%	nt
COc1cc(/C=N/O)ccc1OCc1ccccc1Cl	11%	41%[activator]	1%	-0.9	-12%	?	-4%	7%	-9%
O=C(O)c1ccccc1C(=O)Nc1nc(-c2ccccc2)cs1	-7%	?	-1%	0.3	254%[activator]	-6%	-2%	3%	-1%
CCOc1ccccc1OCCCC(=O)OCC(=O)Nc1cccc(Cl)c1	-11%	3%	-3%	-0.4	-7%	0%	-3%	-11%	-4%
O=C(NC1CCCC1)c1ccc(CS(=O)Cc2ccc(Cl)cc2)o1 (stereo not drawn)	-3%	20%	15%	-0.2	0%	-3%	1%	25%	2%
Cc1ccc(S(=O)(=O)N2CCN(C(=O)COC(=O)CNC(=O)c3ccc(Cl)cc3Cl)CC2)c(C)c1	-5%	12%	nt	nt	?	nt	-17%	nt	nt
CC(C)C(NC(=O)c1ccccc1NC(=O)c1ccco1)C(=O)NNC(=O)c1ccncc1 (stereo not drawn)	21%	84%[activator]	-25%	-0.3	254%[activator]	6%	-3%	2%	-4%
Nc1nc(N)c(C=Nc2ccc(Br)cc2)c(Nc2ccc(Br)cc2)n1	-4%	?	6%	-3.0	-16%	-16%	-13%	-6%	-11%
CCCn1c(NC(=O)CCS(=O)(=O)c2ccc(C)cc2)nc2ccccc21	8%	33%[activator]	nt	-1.1	?	nt	-14%	-20%	nt
CCN(CC)C(=O)CNC(=O)c1nn(-c2ccc(OC)c(Cl)c2)c(=O)c2ccccc12	-1%	82%[activator]	0%	-1.2	?	-11%	0%	-3%	-2%
CCN(CC)S(=O)(=O)c1ccc2oc(SCC(=O)NC3CC3)nc2c1	3%	4%	14%	0.0	0%	-5%	-2%	2%	-3%
COc1cccc(CN2C(=O)C3(SCC(=O)N3c3cc(C)cc(C)c3)c3ccccc32)c1 (stereo not drawn)	6%	?	?	0.4	-11%	-6%	-2%	nt	-11%
CC(=Nc1ccccc1)c1sc2ccccc2c1O	nt	-14%	0%	21	8%	4%	-5%	-2%	-2%
CCS(=O)(=O)Nc1cccc(C2=NN(S(=O)(=O)CC)C(c3ccccc3)C2)c1 (stereo not drawn)	-3%	-4%	9%	0.1	-8%	-13%	14%	3%	-6%
COc1ccccc1CCC(=O)N(Cc1ccccc1)c1c(N)n(Cc2ccccc2)c(=O)[nH]c1=O	1%	10%	30%	-1.9	1%	-10%	-3%	11%	-5%
CCn1c(SCC(=O)Nc2nonc2C)nnc1-c1ccoc1C	-2%	16%	-9%	-0.1	-23%	-20%	4%	9%	-3%
CCn1c(=O)n(CC)c2cc(N3CCCC3)c(NC(=O)c3ccc(C)cc3)cc21	0%	31%[activator]	-5%	-0.8	?	-3%	4%	25%	-2%
CSc1ccc(CNC(=O)C2CCN(c3nnc(-n4cccc4CNc4ccc(C)cc4)s3)CC2)cc1	1%	-2%	21%	0.0	-1%	31%[activator]	-2%	nt	-10%
Cc1ccc(NC(=O)CS(=O)CC(=O)NC(C)CCc2ccco2)cc1Cl (stereo not drawn)	6%	-39%	32µM*	-0.1	-29%	?	-29%	-4%	-8%
O=CN1CCc2scc[n+]2-c2ccccc21	-3%	3%	3%	0.5	0%	3%	-13%	35%[activator]	-14%
CCOc1ccc(OCCCCn2cnc3ccccc3c2=O)cc1	-4%	4%	18%	0.9	25%	-18%	-5%	-9%	-3%
CC1CN(C(=O)c2ccc(S(=O)(=O)Nc3cccc(C(F)(F)F)c3)cc2)CC(C)O1 (stereo not drawn)	-3%	28%	nt	4.8	-4%	nt	-15%	-4%	nt
O=C(Nc1ccccc1)C12CC3CC(C1)CC(n1cnc([N+](=O)[O-])n1)(C3)C2	-3%	-2%	-14%	1.0	2%	-9%	-14%	-5%	-1%
Cc1cc(Nc2nc3ccccc3[nH]c2=O)n(-c2ccccc2)n1	-2%	1%	-1%	-0.6	0%	29%	2%	-8%	1%
O=C(NC(Nc1nc2ccccc2s1)(C(F)(F)F)C(F)(F)F)c1ccccc1	-9%	12%	?	-0.9	-18%	?	-11%	4%	-5%
Cc1onc(-c2ccccc2)c1CNS(=O)(=O)c1cccc(Br)c1	-2%	59%[activator]	-2%	-0.5	?	4%	-4%	9%	-7%
CCc1nnc(NC(=O)CSc2nnc(-c3cccnc3)n2C)s1	-2%	-6%	24%	1.5	-15%	-2%	4%	4%	-2%
CC(=O)Nc1ccc(NC(=O)CN(C)S(=O)(=O)c2ccc3c(c2)CCC(=O)N3)cc1	-2%	-10%	-26%	0.9	3%	-10%	-14%	-7%	-1%

Reprinted from the part before: two entries, followed by the next part.
SMILES	ERG Ets-DNA blk	POLI inh	Pol beta inh	TRHR ag	12-LOX inh	Anesthetic bind	Pol kappa inh	APEX1 inh	BLM helicase inh
CCc1nnc(NC(=O)CSc2nnc(-c3cccnc3)n2C)s1	-2%	-6%	24%	1.5	-15%	-2%	4%	4%	-2%
CC(=O)Nc1ccc(NC(=O)CN(C)S(=O)(=O)c2ccc3c(c2)CCC(=O)N3)cc1	-2%	-10%	-26%	0.9	3%	-10%	-14%	-7%	-1%
CCOc1ncccc1-c1nc(-c2cccs2)no1	2%	-26%	-1%	-0.3	0%	-4%	-10%[60.1 µM]	7%	-4%
CCN(CC)c1ccc(C2C3CCCCC3(O)CCN2CC(=O)N2CCCCC2)cc1 (stereo not drawn)	14%	-7%	?	-1.1	?	?	9%	9%	0%
CCOC(=O)C1=C(O)/C(=C/c2ccc(OCC(=O)O)c(OCC)c2)SC1=Nc1ccc(OC)cc1	10%	?	4%	-0.3	-3%	-3%	-7%	?	-2%
CCOc1ccccc1OCCCC(=O)N1CCN(S(=O)(=O)c2ccc(C)cc2)CC1	-1%	77%[activator]	-2%	-0.6	0%	-18%	-18%	0%	-2%

The list is partial; rates above refer to the full screens.
